Scp1 inh: Scp-1 phosphatase inhibitors, primary screen, biochemical, colorimetric, uHTS; Carboxy-terminal domain RNA polymerase II polypeptide A small phosphatase 1 (Homo …; Recombinant Scp1, phosphopeptide, malachite green phosphate absorbance; inhibition, % at 20 µM; actives 0.88% (n = 340,000); AID 493091, 2011;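 active = inhibition above about 50% at 20 µM, limit read from the data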;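 note: plate controls were DMSO wells with enzyme for no effect and wells lacking enzyme for full effect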
Target sequence (Q9GZU7 76-261 limits assumed): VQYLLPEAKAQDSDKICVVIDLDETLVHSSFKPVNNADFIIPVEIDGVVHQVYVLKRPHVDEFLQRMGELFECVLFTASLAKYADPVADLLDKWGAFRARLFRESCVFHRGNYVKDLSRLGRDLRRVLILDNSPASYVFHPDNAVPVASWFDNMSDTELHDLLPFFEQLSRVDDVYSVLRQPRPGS
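Incubation: 45 min enzyme reaction at room temperature / System: truncated SCP-1 phosphatase (76-261aa) / Reagent: Phospho 17-mer peptide substrate / Buffer or medium: Acidic Tris acetate buffer with magnesium and detergent / Signal: absorbance at 630 nm / Doses: one concentration, 20 µM, with 1.0% DMSO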
bovine MsrA act: bovine MsrA enzyme activators, primary screen, biochemical, absorbance, HTS; purified bovine MsrA, absorbance read-out; activation, % at 10.6 µM; actives 0.3% (n = 360,000); AID 602163, 2012; in the data active = activation above about 7.5%;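 note: 0% = vehicle and 100% = reference activator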
DNMT1 block: human DNMT1 methyltransferase inhibitors, primary screen, biochemical, molecular beacon, fluorescence, HinP1I cleavage, uHTS | DNA (cytosine-5)-methyltransferase 1 (Homo sapiens), P26358 | inhibition (reported as % activation of signal), % at 10 µM | actives 0.83% (n = 360,000) | AID 588458, 2011; in the data active = inhibition above about 50%
SUMO1 PPI mod: modulators of SUMO1 protein-protein interactions, primary screen, biochemical, uHTS. Small ubiquitin-related modifier 1 (Homo sapiens), P63165. SUMO1 binding to a labelled peptide, TR-FRET, 1 h. inhibition, % at 20 µM. actives 0.33% (n = 360,000). AID 602429, 2012; in the data active = inhibition above about 37%
Target sequence (P63165 whole entry, looked up): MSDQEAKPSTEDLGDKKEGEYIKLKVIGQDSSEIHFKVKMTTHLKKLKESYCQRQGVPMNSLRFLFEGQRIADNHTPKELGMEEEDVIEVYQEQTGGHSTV
LMPTP block: LMPTP phosphatase inhibitors, primary screen, biochemical, fluorescence intensity, uHTS. AID 651560, 2012. recombinant LMPTP-A, OMFP fluorogenic substrate. inhibition, % at 20 µM. actives 0.22% (n = 360,000);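 active = compounds that cut the enzyme signal by at least half of the control window in the single-dose screen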;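 note: plate controls were DMSO wells with enzyme plus substrate for no effect and substrate without enzyme for full effect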
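Assay system: LMPTP-A, protein tyrosine phosphatase of low molecular weight / Medium: pH 6.0 Bis-Tris buffer with DTT and Triton X-100 / Schedule: 50 min enzyme reaction at room temperature, protected from light / Measured by: endpoint fluorescence intensity from OMFP dephosphorylation / Read-out basis: % inhibition relative to no-enzyme and uninhibited control wells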
NRP1-CendR mod: modulators of CendR peptide binding to NRP-1, primary screen, biochemical, fluorescence polarization, uHTS | Neuropilin-1 (Homo sapiens), O14786 | FAM-RPARPAR peptide binding to NRP-1 | inhibition, % at 25 µM | actives 0.85% (n = 360,000) | AID 602438, 2012;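 active = inhibition or corrected inhibition above about 18%, plus a signal ratio from 0.5 to 1.5, limit read from the data, passing the limit was not always enough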; note: strong numbers were not always called active
TbMetRS inhib: T. brucei MetRS inhibitors, primary screen, biochemical, luminescence. actives 0.4% (n = 360,000). purified T. brucei MetRS, ATP depletion, Kinase-Glo luminescence. inhibition, % at 11.9 µM;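 active = inhibition above a per-plate cutoff of the control wells' mean inhibition plus 3 SD, cut at about 5.5% in these data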;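 note: 0% = DMSO wells median and 100% = median of wells with control inhibitor compound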
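assay system = parasite MetRS enzyme | timing = 15 min preincubation, 2 h reaction, all 25 °C | evaluation = percent inhibition relative to median high and low control wells | medium = HEPES buffer containing pyrophosphatase, BSA, spermine, DTT | compound = single dose, 11.9 µM final nominal, 0.9% final DMSO | detection = Kinase-Glo luminescence, ATP depletion format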
E coli Lon inh: inhibitors of E. coli Lon protease, primary screen, biochemical, fluorescence polarization | P0A9M0 | purified E. coli Lon protease | inhibition, % at 7.94 µM | actives 0.42% (n = 360,000) | AID 602123, 2011; in the data active = inhibition above about 13%, passing the limit was not always enough;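 note: 0% = enzyme with probe and DMSO and 100% = no enzyme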
Target sequence (P0A9M0 whole entry, looked up): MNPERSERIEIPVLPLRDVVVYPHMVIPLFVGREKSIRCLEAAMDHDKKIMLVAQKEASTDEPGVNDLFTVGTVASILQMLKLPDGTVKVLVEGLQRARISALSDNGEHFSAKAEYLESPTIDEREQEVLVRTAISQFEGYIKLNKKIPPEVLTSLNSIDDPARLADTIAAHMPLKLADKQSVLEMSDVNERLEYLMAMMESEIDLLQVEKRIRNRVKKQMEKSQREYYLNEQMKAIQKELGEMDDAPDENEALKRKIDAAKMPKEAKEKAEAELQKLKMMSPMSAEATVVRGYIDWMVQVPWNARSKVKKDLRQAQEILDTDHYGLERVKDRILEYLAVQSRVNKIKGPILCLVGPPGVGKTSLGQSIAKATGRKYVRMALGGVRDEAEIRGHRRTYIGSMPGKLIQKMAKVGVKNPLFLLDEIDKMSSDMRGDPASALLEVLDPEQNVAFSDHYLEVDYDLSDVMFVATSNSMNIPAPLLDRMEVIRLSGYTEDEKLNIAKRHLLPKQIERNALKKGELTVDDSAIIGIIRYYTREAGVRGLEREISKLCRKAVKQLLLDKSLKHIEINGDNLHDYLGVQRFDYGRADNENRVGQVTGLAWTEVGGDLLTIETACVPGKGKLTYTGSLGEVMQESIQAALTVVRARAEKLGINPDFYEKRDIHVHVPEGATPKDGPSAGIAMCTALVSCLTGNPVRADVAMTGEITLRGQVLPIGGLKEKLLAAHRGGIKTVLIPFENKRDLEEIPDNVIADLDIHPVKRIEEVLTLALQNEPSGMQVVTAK
STEP inh: STEP phosphatase inhibitors, primary screen, biochemical, fluorescence intensity, uHTS; Tyrosine-protein phosphatase non-receptor type 5 (Homo sapiens), P54829; recombinant STEP, OMFP fluorogenic substrate; inhibition, % at 20 µM; actives 0.25% (n = 360,000); AID 588621, 2011;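 active = inhibition at 20 µM, scaled per plate between control wells, above about 37%, limit read from the data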;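 note: 0% = DMSO with enzyme and substrate and 100% = substrate only without enzyme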
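material = STEP tyrosine phosphatase | reagent = fluorogenic phosphatase substrate OMFP at 25 µM final | doses = single compound dose of 20 µM, 1% DMSO final | schedule = 20 min reaction, room temperature, in the dark | measured by = fluorescence, 480/540 nm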
MsrA inhibitor: bovine MsrA enzyme inhibitors, primary screen, biochemical, absorbance, HTS; Methionine sulfoxide reductase A (Bos taurus); purified bovine MsrA, absorbance read-out; actives 0.75% (n = 360,000); inhibition, % at 15.5 µM; in the data active = inhibition above about 4.5%;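 note: 0% = vehicle wells with enzyme and 100% = reference inhibitor wells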
The depositor's hits bear a star; x = no result given.

SMILES	Scp1 inh	bovine MsrA act	DNMT1 block	SUMO1 PPI mod	LMPTP block	NRP1-CendR mod	TbMetRS inhib	E coli Lon inh	STEP inh	MsrA inhibitor
Cc1nnc(N)nc1C	-13	-8	-1	4	-1.0	5	-0.7	-12	-5	0.4
Cc1cc(C)n(C(=O)CNC(=O)c2ccc(C(C)(C)C)cc2)n1	-5	-3	4	-2	-0.3	0	-0.4	1	1	-0.4
COc1ccc(-c2csc(N3CCOCC3)n2)cc1OC	-5	3	-3	-13	-0.5	6	-0.3	-8	0	1.7
COc1ccccc1NS(=O)(=O)c1cccc(NC(=O)c2cncc(Br)c2)c1	3	-13	0	2	-1.1	-3	-0.2	-6	-4	0.3
Cc1cccc(C#Cc2ccccc2)n1	16	0	1	4	-1.4	-13	-0.4	-8	-3	2.4
COc1ccccc1CCC(=O)N(C)CC(=O)Nc1ccc(F)cc1	2	-5	1	-3	-2.0	-2	-0.1	-6	1	-0.8
CCOC(=O)N1CCN(C(=O)COc2ccc3oc4c(c3c2)CCCC4)CC1	-9	-5	-1	2	1.0	-12	-0.4	3	2	1.1
Cn1ccc(C(=O)N/N=C/c2cccnc2)n1	-1	-1	2	-5	2.2	2	-0.3	-6	1	1.5
CC1Sc2ccc(S(=O)(=O)NCCc3ccccc3)cc2NC1=O (centres undefined)	-2	4	1	1	1.3	6	0.2	-8	-1	0.9
CCOC(=O)CSc1nc2sc3c(c2c(=O)n1-c1ccccc1)CCN(C)C3	-8	-4	-1	-12	-0.9	-18	-0.5	-12	0	2.9
COc1ccc(C2(C(=O)Nc3ccc(C)cc3)CCOCC2)cc1	-6	-3	0	-1	1.2	22	-0.3	-2	-1	2.0
COc1ccc(C(=O)C2CCCN(Cc3sc(N4CCCC4)nc3Cl)C2)c(OC)c1 (centres undefined)	-2	-2	0	-2	0.5	-3	-0.2	4	-2	1.4

Part of the list above, reduced to bovine MsrA act and Scp1 inh.
SMILES | bovine MsrA act | Scp1 inh
Cc1cc(C)n(C(=O)CNC(=O)c2ccc(C(C)(C)C)cc2)n1 | -3 | -5
CCOC(=O)N1CCN(C(=O)COc2ccc3oc4c(c3c2)CCCC4)CC1 | -5 | -9
COc1ccccc1CCC(=O)N(C)CC(=O)Nc1ccc(F)cc1 | -5 | 2
COc1ccccc1NS(=O)(=O)c1cccc(NC(=O)c2cncc(Br)c2)c1 | -13 | 3
Cn1ccc(C(=O)N/N=C/c2cccnc2)n1 | -1 | -1

Continuation:
SMILES	Scp1 inh	bovine MsrA act	DNMT1 block	SUMO1 PPI mod	LMPTP block	NRP1-CendR mod	TbMetRS inhib	E coli Lon inh	STEP inh	MsrA inhibitor
CN1CCN(Cc2coc3c(Cl)cc(Cl)cc3c2=O)CC1	-5	-2	-1	3	-4.8	10	-0.7	-2	2	-1.3
CC(=O)NC(Nc1nc2c(s1)CCCC2)(C(F)(F)F)C(F)(F)F	-5	0	0	-5	0.1	3	0.4	-3	0	1.7
Cc1ccc(NC(=O)c2cccc(NC3=NC4CS(=O)(=O)CC4S3)c2)cc1 (centres undefined)	-9	-1	6	3	-0.8	-7	0.0	-9	-3	-0.1
C=CCNC(=S)N/N=C(\C)c1cc(OC)c(OC)c(OC)c1	-4	-5	6	0	-0.7	1	-0.1	-16	1	0.5
CCN(CC)CCN1C(=O)C(O)=C(C(=O)c2cc3ccccc3o2)C1c1cccnc1 (centres undefined)	-7	0	-3	-8	-2.2	6	-1.3	-14	1	0.4
Cc1ccc(OCCn2ccc(=O)[nH]c2=O)cc1C	-3	4	3	2	-1.3	-6	-0.4	1	1	-0.7
Cc1ccc2nc(SCC(=O)Nc3cccc4ccccc34)nc(=O)n2c1	5	-8	3	-10	0.1	-7	-0.3	5	3	2.8
COC(=O)c1ccc(Cn2c(O)c(N=NC(N)=S)c3ccccc32)o1	60*	-2	40	-26	3.4	-6	0.1	-9	2	0.6
O=C(Nc1nc(-c2cccnc2)cs1)c1ccccc1F	-2	-4	-9	0	-0.5	-23	-0.6	-6	4	1.8
CCN(Cc1ccccc1)C(c1cccc(C#N)c1)c1nnnn1C(C)(C)C (centres undefined)	-5	2	7	-2	0.8	-3	-0.3	-3	2	-0.5
COC(=O)C1=C(C(=O)OC)[C@@H]2N(C)c3ccccc3[C@@]23C[C@@H](C(=O)OC)N(C(=O)c2cc(C)oc2C)C3=N1	-6	-3	0	-2	-1.2	0	-0.2	-6	1	x
O=C(c1ccco1)N1CCCC(N2CCN(c3ccccc3F)CC2)C1 (centres undefined)	-2	-3	3	0	-0.7	17	-0.4	-4	0	2.1
CCOC(=O)N1CCN(C(=O)c2ccc(N3C(=O)CCC3=O)cc2)CC1	-5	-8	2	1	-2.3	-4	-1.0	7	0	-0.9
COc1cccc(N2CCN(C(=O)Nc3ccccc3Cl)CC2)c1	-4	-2	0	2	-1.5	12	0.4	-6	-3	-0.3
CC1CN(c2ccccc2)NC1=O (centres undefined)	9	-2	1	-2	-2.4	4	-0.5	0	-2	-0.1
CCc1ccc(O)c(-c2cc(C(=O)Nc3cccnc3)[nH]n2)c1	-7	-9	0	-2	1.2	0	-0.9	-2	-2	-1.3
COc1ccccc1CC(=O)c1ccccc1OC	-8	-3	1	0	0.2	4	-0.2	-3	-1	-1.0
O=[N+]([O-])c1ccccc1-c1ccc(C(=S)N2CCN(c3ccccc3)CC2)o1	1	-1	-9	-9	4.9	-2	-0.1	-8	10	0.7
COc1ccc2c(CC(=O)O)cc(=O)oc2c1	-11	-2	1	-4	-2.0	2	-0.8	1	2	0.4
O=C(NNC(=O)C12CC3CC(CC(O)(C3)C1)C2)c1ccccc1O	-2	-2	-1	-3	-0.9	0	-0.3	-9	-2	2.0
CC1CC(C)CN(S(=O)(=O)N2CCCC(C(=O)NC(C)c3ccccc3)C2)C1 (centres undefined)	14	-2	3	-2	-0.1	6	-0.6	-2	0	1.1
Cc1ccc(NC2(C#N)C(=O)Nc3ccccc32)cc1C (centres undefined)	-5	-3	-6	-19	-1.2	-10	-0.1	0	-1	0.0
CN(c1ccc(C(=O)Nc2ccc(CC#N)cc2)cc1)S(C)(=O)=O	-8	3	0	-2	-0.7	3	-0.3	-5	0	3.1
CC1(c2ccc3noc(-c4ccc(F)cc4)c3c2)OCCO1	-5	0	0	-20	-0.4	27*	-0.1	8	0	1.5
CCCC(O)(CCC)C(=O)NNc1ccc(C)cc1	-4	-3	0	4	-0.6	2	0.0	-5	-1	3.5
Cc1nc(Oc2cccc(Cl)c2)c2oc3ccccc3c2n1	-8	0	4	3	1.6	-5	0.5	0	2	-0.6
CC(C(=O)NCc1ccccc1Cl)n1cc([N+](=O)[O-])cn1 (centres undefined)	-7	-3	-5	-3	0.8	-1	-0.1	13	-2	-0.5
COc1ccc(C2/C=C\CN(S(=O)(=O)c3ccc4ccccc4c3)CC(=O)N2Cc2ccc(F)cc2)cc1 (centres undefined)	-12	-4	0	4	2.0	5	0.0	-7	0	-0.4
CSc1nnc(-c2ccncc2)n1/N=C/c1cn(-c2ccccc2)nc1-c1ccc(Cl)cc1	11	-12	6	8	2.1	2	-0.2	3	-2	-0.1
CCOC(=O)N1CCC(n2c(SCC(=O)NCc3ccccc3)nc3ccccc3c2=O)CC1	-9	1	1	-3	-0.6	-6	-0.1	-2	-1	0.8
CC(C)COc1ccc(Cc2cnc(N)nc2N)cc1	-3	0	1	-1	28	9	0.2	1	25	1.5
C=CCn1c(SCC(N)=O)nc(C)cc1=O	-12	-4	0	0	-2.1	5	-0.9	-8	-1	-0.8
COc1ccccc1N1C(=O)C(=O)N(C)C1=O	-1	-4	3	-4	-0.9	9	-0.7	-3	-2	-1.4
O=C(CSc1nc2c([nH]c3ccccc32)c(=O)n1-c1ccccc1)NCC1CCCO1 (centres undefined)	-5	-2	2	-4	0.7	-3	-0.4	-2	3	0.9
Cc1cc(=O)[nH]c(NCc2ccccc2)n1	4	-5	6	-1	-2.4	-12	-0.6	-2	0	0.3
Cc1oc(-c2ccccc2F)nc1CS(=O)(=O)CC(=O)NCCN(C)C1CCCCC1	-3	-8	0	-7	-2.6	0	-0.5	1	-2	-1.1
COc1ccccc1C(C(=O)c1ccccc1)c1ccc2ccccc2c1 (centres undefined)	x	x	x	1	1.6	-3	-0.5	x	x	3.1
Cc1noc(C)c1COc1ccccc1C(=O)N(C)Cc1ccc(F)cc1	-1	-2	2	8	1.0	-2	-0.3	9	1	-0.1
CN(CCOc1ccc(Cl)cc1)C(=O)c1cccc(S(=O)(=O)N2CCN(c3ccc(F)cc3)CC2)c1	-15	-3	-8	-12	-0.5	-5	0.1	-4	2	x
COc1ccc(NS(=O)(=O)c2ccc(F)cc2F)cn1	4	-5	1	-3	0.1	5	-0.9	6	-1	0.0
C/C(=N\NC(=O)c1cc(C)oc1C)c1ccc(N2CCOCC2)cc1	-7	-3	0	-6	-1.2	-8	-0.3	3	-4	2.0
CN(C)S(=O)(=O)c1ccc(NC(=O)CN2C(=O)NC(Cc3ccccc3)C2=O)cc1 (centres undefined)	-6	-4	0	4	-0.9	6	-0.4	7	-2	-0.9
NC(=O)c1ncn([C@@H]2O[C@H](CNCc3cnc(N4CCOCC4)nc3)[C@@H](O)[C@H]2O)n1	-14	0	5	0	-2.7	7	-1.3	-4	0	1.0
Cc1cccc(/C(N)=N/OC(=O)c2ccoc2C)c1	-3	-2	0	1	1.2	12	-1.1	-3	1	-0.6
COc1ccc(C)cc1S(=O)(=O)N1CCCC(C(=O)NCc2ccccn2)C1 (centres undefined)	2	-2	0	0	0.1	-4	-0.3	6	-3	-0.3
Cc1ccc2oc(=O)n(CCOc3ccccc3)c2c1	-4	-1	1	-1	-2.4	4	-0.6	5	1	-0.5

Reformatted: results already given
> CCCC(O)(CCC)C(=O)NNc1ccc(C)cc1
- Scp1 inh: -4
- bovine MsrA act: -3
- DNMT1 block: 0
- SUMO1 PPI mod: 4
- LMPTP block: -0.6
- NRP1-CendR mod: 2
- TbMetRS inhib: 0.0
- E coli Lon inh: -5
- STEP inh: -1
- MsrA inhibitor: 3.5

> Cc1nc(Oc2cccc(Cl)c2)c2oc3ccccc3c2n1
- Scp1 inh: -8
- bovine MsrA act: 0
- DNMT1 block: 4
- SUMO1 PPI mod: 3
- LMPTP block: 1.6
- NRP1-CendR mod: -5
- TbMetRS inhib: 0.5
- E coli Lon inh: 0
- STEP inh: 2
- MsrA inhibitor: -0.6
